# Bioassay records as filed in PubChem.
# S100A4 inh HTS: inhibitors of S100A4-myosin IIA peptide binding, primary screen, biochemical, fluorescence polarization, TAMRA-MyoIIA peptide; inhibition, % at 10.7 µM; Protein S100-A4 (Homo sapiens), P26447; 0.14% of 360,000 active;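 active = mean inhibition of at least 70% across replicates, with every replicate also reaching that level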
# Target sequence (P26447 whole entry, looked up): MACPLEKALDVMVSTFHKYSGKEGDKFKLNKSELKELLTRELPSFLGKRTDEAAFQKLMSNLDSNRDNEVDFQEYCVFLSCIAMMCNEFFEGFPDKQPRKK
#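 incubation = readout 5 min after mixing, signal stable up to 60 min | system = S100A4 monomer protein | buffer or medium = HEPES pH 7.2 with CaCl2, KCl, NaCl, DTT, Triton | benchmarks = neutral control DMSO, positive control TFP | also added = fluorescent myosin IIA peptide, 5 nM | compound dosing = one concentration per compound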
# XiGFP reactiv: activators of inactive X chromosome reactivation, primary screen, imaging, XiGFP fibroblasts, GFP high-content imaging, set 2; activation, % at 7.58 µM; XiGFP mouse fibroblasts, % GFP-positive cells imaging, 3 d; cells co-treated with 5-aza-dC sensitizer; scaled so ellipticine positive control = 100%; 0.055% of 360,000 active;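 active = mean normalized replicate activation at least 10% and every replicate at or above 10%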;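 also: 0% = median of on-plate neutral control wells and 100% = ellipticine 6 µM median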
#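 System: SV40-immortalized XiGFP fibroblast cells, line 68-5-11 / Incubation: 3-day compound exposure, then 15 min fixation at room temperature / Compound: single concentration per compound, delivered by pin transfer / Buffer or medium: DMEM plus 5-aza-dC sensitizer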
# esBAF inh: Bmi1 luciferase reporter increase in mESCs, primary screen, esBAF inhibitor project, mouse ES cells, Bmi1 luciferase knock-in, single point. 24 h; 100% = twice the neutral-well signal. 2% of 350,000 active. reporter increase, % at 12.5 µM. AID 602393, 2012; in the data active = activation above about 40%;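 also: 0% = median of the plate's neutral control wells and 100% = double that signal; a rise in the Bmi1 reporter signal indicates esBAF inhibition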
# RAD54 inh: inhibitors of human RAD54 branch migration, primary screen, biochemical, fluorescence, single point; DNA repair and recombination protein RAD54-like (Homo sapiens), Q92698; RAD54 Holliday junction branch migration, FAM/BHQ fluorescence; inhibition, % at 10.4 µM; 0.14% of 360,000 active;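 active = mean normalized replicate activity at least 40 and at least half of replicates scoring 40 or more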;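 also: 0% = median of neutral control wells and 100% = median of positive control wells; inhibitors cause a drop in the FAM fluorescence signal; in these data hits start at about 50%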
# E-selectin induc: E-selectin induction in HUVECs, primary screen, imaging, HUVEC, immunofluorescence imaging, single point. 0.37% of 260,000 active. normalized: neutral wells 0, TNF-alpha wells 100. activation, % at 7.58 µM. P16581. AID 686992, 2013;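 active = mean E-selectin-positive cell signal at least 10% of the positive control, reached in at least 60% of replicates, without over 20% cell loss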;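 also: in these data hits start at about 27%; measured in HUVEC primary endothelial cells; signal is the percent of cells scored E-selectin positive by PE staining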
#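 Test system – human umbilical vein endothelial cells (HUVEC), E-selectin induction · Input – 3,000 HUVEC seeded per well · Buffer or medium – EGM-2, gelatin · Compound dosing – single-point compound dose · Detection – immunofluorescence imaging · Measure – percent E-selectin-positive cells · Controls – TNF-alpha high, DMSO low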
# ERp5 block: inhibitors of ERp5-driven insulin aggregation, primary screen, biochemical, turbidity, absorbance 650 nm, single point; Protein disulfide-isomerase A6 (Homo sapiens), Q15084; 90 min; inhibition, % at 9.99 µM; 0.05% of 350,000 active; AID 651711, 2012;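 active = mean replicate inhibition above about 25%, with every replicate also reaching it, limit read from the data, passing the limit was not always enough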
# Target sequence (Q15084 whole entry, looked up): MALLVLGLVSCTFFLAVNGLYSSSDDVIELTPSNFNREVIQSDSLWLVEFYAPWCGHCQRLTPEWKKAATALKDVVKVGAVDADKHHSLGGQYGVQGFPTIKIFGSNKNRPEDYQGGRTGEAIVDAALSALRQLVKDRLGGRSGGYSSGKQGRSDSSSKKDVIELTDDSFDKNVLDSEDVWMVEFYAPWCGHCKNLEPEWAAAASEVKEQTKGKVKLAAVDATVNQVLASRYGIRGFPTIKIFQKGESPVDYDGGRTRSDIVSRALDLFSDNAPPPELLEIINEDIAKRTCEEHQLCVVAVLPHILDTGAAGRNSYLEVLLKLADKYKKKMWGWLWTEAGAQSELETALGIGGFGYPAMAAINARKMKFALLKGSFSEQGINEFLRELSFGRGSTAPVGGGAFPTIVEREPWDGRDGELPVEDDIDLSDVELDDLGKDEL
# ERAP1 HTS inh: human ERAP1 aminopeptidase inhibitors, primary screen, biochemical, single point, plate reader | Endoplasmic reticulum aminopeptidase 1 (Homo sapiens), Q9NZ08 | recombinant ERAP1, Leu-AMC fluorescence, 60 min | inhibition, % at 10.7 µM | 0.15% of 340,000 active;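 active = mean replicate inhibition of at least 30%, or all replicates individually reaching that 30% level; inactive = mean below 30% and not every replicate reaching it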;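 also: 0% = neutral control wells and 100% = L-leucinethiol positive control wells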
# RAD52 inh: RAD52 DNA annealing inhibitors, primary screen, biochemical, FRET, single point, set 2; DNA repair protein RAD52 homolog (Homo sapiens), P43351; recombinant RAD52 DNA annealing, FRET fluorescence; inhibition, % at 18.7 µM; 0.46% of 360,000 active;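 active = every replicate showing at least 50% inhibition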
# Target sequence (P43351 whole entry, looked up): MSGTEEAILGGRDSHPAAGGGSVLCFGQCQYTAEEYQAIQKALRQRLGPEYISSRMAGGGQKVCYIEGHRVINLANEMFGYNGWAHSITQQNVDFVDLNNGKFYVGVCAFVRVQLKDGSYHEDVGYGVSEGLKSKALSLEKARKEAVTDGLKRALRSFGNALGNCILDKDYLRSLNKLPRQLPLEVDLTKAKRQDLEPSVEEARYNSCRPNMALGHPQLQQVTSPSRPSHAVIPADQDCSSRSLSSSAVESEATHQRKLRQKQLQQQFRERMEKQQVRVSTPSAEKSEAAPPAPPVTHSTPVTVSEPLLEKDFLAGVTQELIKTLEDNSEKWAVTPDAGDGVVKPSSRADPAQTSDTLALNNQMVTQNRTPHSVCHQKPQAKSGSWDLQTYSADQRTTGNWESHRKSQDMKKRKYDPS
# An asterisk follows results filed as active; . = no result given.
cpd	canonical_smiles	S100A4 inh HTS	XiGFP reactiv	esBAF inh	RAD54 inh	E-selectin induc	ERp5 block	ERAP1 HTS inh	RAD52 inh
1	CN(C)C(=O)[C@@H]1[C@@H](CO)[C@@H]2Cn3c(ccc(/C=C/c4ccccc4)c3=O)[C@@H]2N1CC1CC1	-1	0.2	.	.	-0.3	0	-1	-19
2	CC(C)(C)n1nnnc1C(c1ccccc1)N1CCN(C/C=C/c2ccccc2)CC1 (configuration not stated)	2	0.0	-1	1	.	1	.	-9
3	O=C(CSc1nnc(-c2ccncc2)n1-c1ccccc1)NCC1CCCO1 (configuration not stated)	-2	0.2	-6	-2	.	0	1	-2
4	Cc1ccc(S(=O)(=O)Nc2ccc3c(c2)CC(=O)N([C@@H](C)CO)C[C@@H](C)[C@H](CN(C)CC2CCCCC2)O3)cc1	1	.	4	2	.	-2	0	20
5	CC(=O)Nc1ccc(C(=O)NCCc2ccccc2)cc1	7	-0.2	.	.	-0.3	1	-3	-15
6	C=CCNC(=O)c1cc2cc(Cl)ccc2nc1N	-2	0.0	.	.	5.3	-3	.	-13
7	COc1ccc(Nc2nc(Cl)nc(Nc3ccc(OC)cc3)n2)cc1	-3	0.0	.	.	0.1	-17	1	-15
8	CCC(=O)N1CCCCN2[C@@H](CO)[C@@H](c3ccc(C#Cc4ccccc4)cc3)[C@@H]2C1	-21	-0.1	.	1	-0.2	2	-1	-4
9	COc1cc(S(=O)(=O)NCc2ccc3c(c2)OCO3)c(OC)cc1C	3	0.0	-8	-1	2.3	3	7	-17
10	O=S(=O)(CCN1CCSCC1)c1ccccc1	1	0.2	.	.	-2.6	-6	1	3
11	O=C(/C=C/c1ccccc1Cl)Nc1cccc(O)c1	11	0.1	.	.	7.7	0	8	-3
12	O=C(O)CCCCCNC(=O)Cn1nnc2ccccc2c1=O	-10	0.0	-9	-5	4.8	-3	-3	-14
13	C=CCc1c(C)nc(-c2ccccc2)nc1N/N=C/c1ccncc1	4	0.2	.	.	2.8	-3	0	-27
14	Cc1ccc(C2N(c3cccc(Cl)c3)C(=O)N3CCCN23)cc1 (configuration not stated)	1	0.0	.	.	-0.4	0	.	3
15	CCOC(=O)c1ccccc1NC(=O)c1ccc2c(SCC(=O)O)c3c(nc2c1)CCCC3	-5	0.1	0	-4	-0.7	-1	-1	-21
16	O=C(NNc1nc(-c2ccc(Br)cc2)cs1)c1ccco1	0	0.0	35	-4	3.0	5	-2	-12
17	COc1ccccc1N(CC(=O)NC1CCCC1)C(=O)C1(C)CC(=O)N=C2C=CC(C)=CN21 (configuration not stated)	-1	0.4	-5	1	.	-10	0	-10
18	Cc1ccc(S(=O)(=O)N(C)C[C@H]2Oc3ccc(N(C)C)cc3C(=O)N([C@@H](C)CO)C[C@@H]2C)cc1	5	2.0	-2	-11	47*	1	0	-5
19	O=C(N/N=C/c1cccs1)c1cccnc1	-1	0.0	.	4	-0.4	-8	.	-8
20	COc1ccc(CC(N)c2csc(NC(=O)c3cc(C(C)(C)C)nn3Cc3ccccc3)n2)cc1 (configuration not stated)	-11	0.4	-70	2	-0.2	0	-1	-39
21	Cc1c(NC(=O)CSc2ncnc3c2cnn3-c2ccccc2)c(=O)n(-c2ccccc2)n1C	3	-0.1	2	-3	-0.2	-2	-1	-13
22	C[C@H](NC(=O)C[C@@H]1C[C@H]2c3cc(NC(=O)CN(C)C)ccc3O[C@H]2[C@H](CO)O1)c1ccccc1	1	0.0	-1	-12	0.2	0	-1	4
23	CN(CC(=O)Nc1cc(Cl)ccc1Cl)C1CCS(=O)(=O)C1 (configuration not stated)	-1	-0.5	0	19	.	0	0	-7
24	C[C@@H]1CN([C@H](C)CO)C(=O)c2c(c3ccccc3n2C)-c2ccccc2CO[C@@H]1CN(C)S(=O)(=O)c1cn(C)cn1	3	1.9	-2	0	2.7	-4	-5	-1
25	CC(=O)N(C)C[C@@H]1Oc2cc(C#Cc3ccccc3F)ccc2S(=O)(=O)N([C@H](C)CO)C[C@H]1C	6	0.0	0	6	-0.2	-6	-2	17
26	C[C@@H]1CN([C@@H](C)CO)C(=O)c2cc(NC(=O)C3CC3)ccc2O[C@H]1CN(C)Cc1ccc(Cl)c(Cl)c1	9	-1.2	-5	0	0.2	-3	-3	24
27	Cc1ccc(S(=O)(=O)Nc2ccc3c(c2)CC(=O)N([C@H](C)CO)C[C@H](C)[C@@H](CN(C)Cc2ccccc2)O3)cc1	-3	-1.1	4	2	0.4	1	-11	1
28	Cc1onc(-c2ccccc2Cl)c1C(=O)O/N=C(\N)c1ccccc1	-17	0.3	-4	-8	-1.0	-19	-1	-11
29	CCNC(=O)C1(C)CCN(C(=O)c2cc(C)oc2C)C1 (configuration not stated)	2	0.0	-3	4	0.0	-3	3	-17
30	C[C@H]1CCC(=O)N([C@H](CSc2ccccc2)Cc2ccccc2)CC1	0	0.3	-7	-2	.	5	2	13
31	N#C[C@H]1[C@@H](c2ccc(/C=C/c3ccccc3)cc2)[C@@H](CO)N1C(=O)C1CCOCC1	14	0.0	-10	7	-0.5	-4	3	-3
32	O=C(NCC1CCCO1)c1cn(Cc2ccccc2Cl)nc1-c1ccccc1 (configuration not stated)	1	0.0	-7	4	0.0	6	-3	-6
33	CN1CCN(c2ccccc2NC(=O)c2ccc([N+](=O)[O-])cc2Cl)CC1	-1	0.2	-2	-3	-0.1	4	1	0
34	COc1ccc2c(-c3ccccc3)cc(SCC(=O)N(C)C)nc2c1	-23	0.1	.	.	4.2	-3	3	-285
35	CCCc1cc(=O)oc2c(C)c(OCC(=O)NCCCN3CCOCC3)ccc12	-2	0.0	5	-7	0.3	-2	-2	-9
36	C=CCN1CCN(C(=O)c2cc3c(s2)CCC(CC)C3)CC1 (configuration not stated)	-6	0.2	.	2	-4.1	-2	-2	-8
37	COc1ccc(OC)c(/C=C/c2ccnc3ccccc23)c1	-1	0.4	.	.	0.3	1	1	2
38	CN(C)S(=O)(=O)N1CCC(Oc2ccc(C(=O)N3C[C@H]4CC[C@H]3C4)cc2)CC1	-5	-0.1	.	1	-0.1	4	3	-4
39	CC(C)NC(=O)N(C)C[C@@H]1OCCCC[C@H](C)Oc2ccc(NC(=O)Nc3ccc(F)cc3)cc2C(=O)N([C@@H](C)CO)C[C@@H]1C	-38	0.1	-5	-7	-0.2	4	-4	-22
40	CCOc1ccc(S(=O)(=O)NCc2ccco2)cc1	11	.	-1	-5	.	1	0	-8
41	C[C@@H]1CCCCO[C@@H](CN(C)Cc2ccc(C(=O)Nc3ccccc3N)cc2)[C@@H](C)CN([C@H](C)CO)C(=O)c2cc(NC(=O)Nc3cccc4ccccc34)ccc2O1	-21	-0.7	.	.	6.8	0	0	-18
42	COc1ccc(C(=O)Nc2sc(C)c(C)c2CN2CC(C)OC(C)C2)cc1 (configuration not stated)	4	0.0	72*	.	.	-3	-3	3
43	O=C(C[C@H]1CC[C@H]2[C@@H](COC[C@H](O)CN2S(=O)(=O)c2cccc(Cl)c2)O1)Nc1ccc(-c2ccccc2)cc1	-5	-0.1	0	8	0.7	0	0	11
44	C[C@@H]1CN([C@H](C)CO)C(=O)c2cc(NC(=O)C3CCCCC3)ccc2O[C@@H](C)CCCCO[C@H]1CN(C)C(=O)c1ccncc1	-25	0.3	1	9	0.0	-2	1	-8
45	O=C(COC(=O)C1CCC1)Nc1ccc(Cl)cn1	-7	0.0	1	3	-0.2	0	1	-12
46	COCCNC(=O)/C(C#N)=C/c1ccc(C(=O)O)cc1	-5	0.3	.	.	0.8	4	.	-4
47	CCc1ccc(C(=O)NNC(=O)CCc2nc3ccccc3c(=O)[nH]2)cc1	2	0.1	-2	-1	0.4	-3	0	-41
48	OC[C@@H]1Nc2ccc(-c3cccc(F)c3)cc2[C@H]2[C@@H]1CCN2Cc1ccc(F)cc1	-2	0.2	9	-6	0.0	0	-2	-14
49	C[C@H](O)C#Cc1cnc2c(c1)C(=O)N([C@@H](C)CO)C[C@@H](C)[C@H](CN(C)C(=O)c1ccc(F)cc1)O2	5	-0.3	-5	3	-0.1	1	0	-1
50	O=S(=O)(c1ccc(F)cc1)N1CCN(C(=S)NCC2CCCO2)CC1 (configuration not stated)	4	-0.2	.	2	0.9	-2	-3	-1
51	Cc1cc(NC(=O)COC(=O)C2CC2)ccc1Br	-2	0.6	6	1	.	0	2	-12
52	CCS(=O)(=O)Nc1ccc2c(c1)C(=O)N(C)[C@H]1CC[C@@H](CC(=O)N3CCCCC3)O[C@@H]1CO2	-2	-0.1	2	-6	-0.1	-1	2	-3
53	CC(CCc1ccccc1)NC(=O)CSc1ccccn1 (configuration not stated)	1	0.0	10	-7	.	-2	-1	14
54	C[C@H]1CCCCO[C@@H](CN(C)Cc2ccncc2)[C@@H](C)CN([C@@H](C)CO)C(=O)c2cc(NC(=O)C3CCCCC3)ccc2O1	1	0.5	0	-6	-0.2	-4	2	-15

# Sorted by molar mass (rising): part of the list above.
cpd	canonical_smiles	S100A4 inh HTS	XiGFP reactiv	esBAF inh	RAD54 inh	E-selectin induc	ERp5 block	ERAP1 HTS inh	RAD52 inh
53	CC(CCc1ccccc1)NC(=O)CSc1ccccn1 (configuration not stated)	1	0.0	10	-7	.	-2	-1	14
35	CCCc1cc(=O)oc2c(C)c(OCC(=O)NCCCN3CCOCC3)ccc12	-2	0.0	5	-7	0.3	-2	-2	-9
38	CN(C)S(=O)(=O)N1CCC(Oc2ccc(C(=O)N3C[C@H]4CC[C@H]3C4)cc2)CC1	-5	-0.1	.	1	-0.1	4	3	-4

# Compounds from the list above that contain an aryl methoxy group:
cpd	canonical_smiles	S100A4 inh HTS	XiGFP reactiv	esBAF inh	RAD54 inh	E-selectin induc	ERp5 block	ERAP1 HTS inh	RAD52 inh
7	COc1ccc(Nc2nc(Cl)nc(Nc3ccc(OC)cc3)n2)cc1	-3	0.0	.	.	0.1	-17	1	-15
9	COc1cc(S(=O)(=O)NCc2ccc3c(c2)OCO3)c(OC)cc1C	3	0.0	-8	-1	2.3	3	7	-17
17	COc1ccccc1N(CC(=O)NC1CCCC1)C(=O)C1(C)CC(=O)N=C2C=CC(C)=CN21 (configuration not stated)	-1	0.4	-5	1	.	-10	0	-10
20	COc1ccc(CC(N)c2csc(NC(=O)c3cc(C(C)(C)C)nn3Cc3ccccc3)n2)cc1 (configuration not stated)	-11	0.4	-70	2	-0.2	0	-1	-39
34	COc1ccc2c(-c3ccccc3)cc(SCC(=O)N(C)C)nc2c1	-23	0.1	.	.	4.2	-3	3	-285
37	COc1ccc(OC)c(/C=C/c2ccnc3ccccc23)c1	-1	0.4	.	.	0.3	1	1	2
42	COc1ccc(C(=O)Nc2sc(C)c(C)c2CN2CC(C)OC(C)C2)cc1 (configuration not stated)	4	0.0	72*	.	.	-3	-3	3
